CBFb-RUNX1 inh: inhibitors of human CBF-beta and RUNX1 interaction; AID 1477; Potency, µM (highest dose often 59.8 µM), for inactives: at the top dose activity, negative = inhibition, actives largely listed as inhibitors; 230,000 tested, under 10 active; AlphaScreen CBFb-His/RUNX1-biotin binding, biochemical; further: % of control where 0% means no effect
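AlphaScreen proximity signal reports loss of binding between His-tagged CBF-beta and biotin-labelled RUNX1, each at 30 nM. Proteins are pre-associated for 20 minutes, compounds added for 15 minutes, then beads for 90 minutes, all at ambient temperature.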
TexasRed fluor: counter-screen for TRb-SRC2 inhibitors: fluorescence interference; TRb/SRC2 Texas Red total fluorescence interference; Potency, µM (series often up to 106 µM), inactives show at the top dose fluorescence change, negative = quenching; 280,000 compounds, 0.29% hits; AID 1479; active means well fitted curve in either direction with a large enough effect; inconclusive means small, poorly fitted or top-dose-only effect; further: potency means the concentration at half of the fitted maximal effect; on the % scale 0 is the no-effect control and ±100 the full control effect
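Flags fluorescent or light-absorbing compounds by total fluorescence, S + 2P, at 555 nm excitation and 632 nm emission. Mixture: 20 nM Texas Red SRC2 peptide, 0.6 uM human TRb LBD, 1 uM T3, 5% DMSO; compound exposure 5 h at ambient temperature.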
Tau fibril FP: tau fibrillization inhibition (FP); K18 P301L tau heparin fibrillization, Alexa594 FP, 6 h; Potency, µM (top dose mostly 57.7 µM), without a hit: at the highest dose activity, negative = inhibition, hits mostly inhibitors; 280,000 compounds, 0.39% hits; AID 1468; further: potency means the concentration at half of the fitted maximal effect; on the % scale 0 is the no-effect control and ±100 the full control effect; nearly all actives have a fitted effect of over 55% in size
Target sequence (P10636 561-689 P618L limits assumed): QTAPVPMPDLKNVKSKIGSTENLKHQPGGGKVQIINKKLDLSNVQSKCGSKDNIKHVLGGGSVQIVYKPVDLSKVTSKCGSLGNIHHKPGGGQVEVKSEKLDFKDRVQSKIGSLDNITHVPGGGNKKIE
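K18 P301L tau (15 uM unlabeled/0.24 uM Alexa 594-labeled, final) + compound + heparin 20 uM final; 100 mM NaOAc pH 7; 6 hr 37 C; ThT 30 uM final added, 1 hr RT; FP ex 555/em 632 nm.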
NPSR antagonist: antagonists of human neuropeptide S receptor cAMP signaling; CHO-NPSR cells, cAMP TR-FRET, antagonist mode; Potency, µM (series often up to 38.3 µM), for inactives: at the top dose activity change, negative = inhibition, most hits filed as inhibitors; 220,000 compounds, 1% hits; AID 1461; further: potency means the concentration at half of the fitted maximal effect; on the % scale 0 is the no-effect control and ±100 the full control effect; nearly all actives have a fitted effect of over 50% in size; many of its hits are not listed in these tables
Target sequence (Q6W5P4 whole entry, looked up): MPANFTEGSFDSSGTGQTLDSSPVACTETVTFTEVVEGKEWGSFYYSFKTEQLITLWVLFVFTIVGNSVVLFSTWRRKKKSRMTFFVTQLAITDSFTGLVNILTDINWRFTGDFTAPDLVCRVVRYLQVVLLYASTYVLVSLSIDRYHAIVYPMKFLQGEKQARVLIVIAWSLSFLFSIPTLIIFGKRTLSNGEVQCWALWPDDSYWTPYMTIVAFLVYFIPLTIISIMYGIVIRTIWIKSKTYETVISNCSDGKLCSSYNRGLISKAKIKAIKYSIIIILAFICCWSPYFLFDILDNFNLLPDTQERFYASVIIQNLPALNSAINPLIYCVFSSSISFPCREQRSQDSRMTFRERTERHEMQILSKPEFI
Tau fluor counter: counter-screen for tau fibril formation inhibitors; tau K18 P301L Alexa594 fluorescence, heparin fibrillization; Potency, µM (doses to about 57.7 µM), for the others: top-dose activity change, negative = decrease; 280,000 compounds, 0.93% hits; AID 1463; further: potency means the concentration at half of the fitted maximal effect; on the % scale 0 is the no-effect control and ±100 the full control effect; nearly all actives have a fitted effect of over 55% in size
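Human tau K18 P301L (15 uM unlabeled, 0.24 uM Alexa 594-labeled) in 100 mM sodium acetate pH 7 with 20 uM heparin, 6 hr at 37 C. ThT 30 uM added, 1 hr ambient; Alexa 594 FP and total fluorescence read at 555/632 nm.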
TRb SRC2 PPI: disrupts binding of human TR beta to SRC2 | P10828 | TRbeta-SRC2 peptide binding, fluorescence polarization; receptor liganded with 1 µM T3 | Potency, µM (top dose mostly 106 µM), without a hit: at the highest dose activity change, negative = inhibition, actives largely listed as inhibitors | 280,000 compounds, 0.065% hits;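 further: potency means the concentration at half of the fitted maximal effect; plate controls were bound peptide for no effect and peptide without receptor for full effect; nearly all actives have a fitted effect of over 50% in size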
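Assay buffer: 20 mM Tris-HCl, 100 mM NaCl, 10% glycerol, 1 mM EDTA, 0.01% NP-40, 1 mM DTT, 1 uM T3, 5% DMSO; TRb LBD 0.6 uM, Texas Red SRC2 20 nM; FP after 5 hr.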
Epigenetic reg: epigenetic control regulation, reporter derepression; murine LDR cells, GFP reporter derepression, 30 h; Potency, µM (highest dose often 53.9 µM), without a hit: top-dose GFP activation, most hits filed as activators; 280,000 compounds, 0.2% hits; further: potency means the concentration at half of the fitted maximal effect; % of control where 0% means no effect; nearly all actives have a fitted effect of over 60% in size
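In this reporter-derepression format, murine cells bearing a silenced integrated CMV-GFP locus incubate with test compound (30 h, 37 C), then are washed and imaged; fluorescent objects of 20–120 um count as induced cells.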
GLA spleen mod: alpha-galactosidase A (human) modulation; 240,000 compounds, 0.008% hits; Potency, µM (titrated, usually from 80 µM), for the others: at the top dose activity change, negative = inhibition, actives largely listed as inhibitors; human spleen homogenate, 4MU-alpha-Gal fluorescence, 40 min; P06280;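 further: potency means the concentration at half of the fitted maximal effect; 0% = enzyme with vehicle and -100% = no enzyme basal signal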
Target sequence (P06280 32-429 limits assumed): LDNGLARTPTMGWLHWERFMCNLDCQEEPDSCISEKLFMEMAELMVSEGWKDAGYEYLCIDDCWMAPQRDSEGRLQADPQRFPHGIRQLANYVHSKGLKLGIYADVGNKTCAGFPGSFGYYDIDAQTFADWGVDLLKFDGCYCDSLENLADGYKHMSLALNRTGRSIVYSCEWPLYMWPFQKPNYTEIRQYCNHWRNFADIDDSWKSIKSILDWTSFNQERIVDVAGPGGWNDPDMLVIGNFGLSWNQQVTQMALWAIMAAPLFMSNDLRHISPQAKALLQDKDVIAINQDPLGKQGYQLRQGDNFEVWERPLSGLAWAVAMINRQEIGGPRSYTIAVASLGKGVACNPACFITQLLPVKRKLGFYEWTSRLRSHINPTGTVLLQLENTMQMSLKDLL
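Fluorogenic readout (Ex 365/Em 440 nm) of 4-methylumbelliferone released from 1 mM 4-MU-alpha-galactoside by spleen homogenate, 40 min at 37C, pH 5.0. Data normalized to no-enzyme and enzyme controls; Hill-equation AC50 from compound titrations.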
Active calls of the source: *; ? = inconclusive; . = not tested or not shown; & = joins results of further samples; [ ] = another dose, or the depositor's remark. Unless noted, the call rests on the fitted dose curve; in most records, active means well fitted curve in the direction sought with a large enough effect; inconclusive means small, poorly fitted or top-dose-only effect, or another doubt; inactive means no such curve, though single readings can be large; an effect the other way counts as inactive or inconclusive. This is a subset. The share of hits here may be higher or lower than overall.

Short keys – A = CBFb-RUNX1 inh; B = TexasRed fluor; C = Tau fibril FP; D = NPSR antagonist; E = Tau fluor counter; F = TRb SRC2 PPI; G = Epigenetic reg; H = GLA spleen mod
COc1ccc(-n2nnnc2SCC(=O)N2CCCC2)cc1OC
  A: -1%	B: -5%	C: 0%	D: -11%[46.1 µM]	E: -7%	F: 1%	G: 3.2%	H: -8%
CCN1CCCC1CN(Cc1cc2cc(OC)ccc2[nH]c1=O)C(=O)NCc1ccccc1 (stereo not given)
  A: 1%	B: 1%	C: -10%	D: -7%[46.1 µM]	E: -2%	F: 2%	G: -1.8%	H: 1%
CCCCC(=O)Nc1nnc(C2=COCCO2)o1
  A: 5%	B: 1%	C: 1%	D: 9%	E: 1%	F: 8%	G: -2.3%	H: 6%
O=C(O/N=C1\CCS(=O)(=O)c2sccc21)c1ccccc1
  A: 4%	B: -2%	C: 2%	D: -7%[46.1 µM]	E: 6%	F: -1%	G: 1.0%	H: -3%
CCOC(=O)N1CCN(C(=O)Cn2c(C)cc3ccccc3c2=O)CC1
  A: 6%	B: 4%	C: 3%	D: 5%[46.1 µM]	E: 2%	F: -2%	G: 0.0%	H: 10%
CC1=C(C(N)=O)C(c2cccc(C)c2)n2nc(-c3cccc(C)c3)nc2N1 (stereo not given)
  A: .	B: -2%	C: -12%	D: .	E: -9%	F: -1%	G: 0.3%	H: .
CCc1ccc(-c2nc(CN3CCCC(C(=O)NCCc4ccc(OC)c(OC)c4)C3)c(C)o2)cc1 (stereo not given)
  A: 1%	B: 1%	C: -1%	D: ?	E: 3%	F: 1%	G: -0.5%	H: 6%
Cc1nc(SCc2cccc(C(=O)O)c2)nc2c1CCCC2
  A: -1%	B: -2%	C: -2%	D: -32%	E: 2%	F: -2%	G: -1.1%	H: -2%
COc1ccc(C(=O)/C=C/Nc2c(C)n(C)n(-c3ccccc3)c2=O)c(OC)c1
  A: 5%	B: -3%	C: -9%	D: -2%	E: -7%	F: 5%	G: 2.6%	H: 9%
O=C(O)c1cc(-c2cccs2)[nH]n1
  A: 5%	B: 0%	C: 4%	D: 5%	E: 4%	F: -8%	G: 0.0%	H: 5%
Cc1nc(C(F)(F)F)nc(Nc2ccc(Br)cc2)c1C#N
  A: 16%	B: 4%	C: -15%	D: -5%[46.1 µM]	E: -9%	F: 2%	G: -0.9%	H: 0%
COCCNC(=O)C(=O)c1c(-c2ccccc2)[nH]c2ccccc12
  A: 6%	B: -5%	C: 3%	D: -5%	E: -2%	F: -1%	G: 0.0%	H: -4%
COC(=O)c1ccc(C23CC4(C2)[C@H](CN(Cc2ccc(-c5ccccc5)cc2)[C@@H]4c2ccccc2)C3c2ccc(Cl)nc2)cc1 (stereo not given in full)
  A: 8%&11%	B: -2%&-5%	C: -3%&-12%	D: 3%	E: 1%&-6%	F: -1%&2%	G: ?	H: 2%&2%
O=C(NCCSCc1ccc(Cl)cc1Cl)c1ccc(CN2CCOCC2)cc1
  A: -3%	B: -1%	C: 5%	D: -10%[46.1 µM]	E: -22%	F: -14%	G: -3.2%	H: -9%
CC1(C)O[C@H]2[C@@H](O1)[C@@H](C(=O)Nc1cc(F)ccc1F)O[C@@H]1OC(C)(C)O[C@@H]12
  A: .	B: 0%	C: -7%	D: .	E: -5%	F: -2%	G: 3.5%	H: .
COc1c(C)cccc1C(=O)Nc1ccc(Cl)c(-c2nc3cc(C)ccc3o2)c1
  A: .	B: 3%	C: -7%	D: .	E: -25%	F: 3%	G: -0.2%	H: .
CCCC(=O)NC(c1ccc(OC)cc1)c1ccc2cccnc2c1O (stereo not given)
  A: -26%	B: -3%	C: 15%	D: 13%	E: -11%	F: 3%	G: 3.5µM*	H: 5%
COc1cccc(OC)c1OCCNC[C@@H]1COc2ccccc2O1
  A: 0%[21.7 µM]	B: 0%	C: -1%	D: .	E: -9%	F: 0%	G: 6.5%	H: -3%
Cc1ccc(NS(=O)(=O)c2cccc(C(=O)N3CCOCC3)c2)cc1
  A: 5%	B: 1%	C: -3%	D: 13%[7.67 µM]	E: 3%	F: -13%	G: 12%	H: 2%
O=C(NCc1nc2ccccc2[nH]1)C1=C[C@@H](C2CCCCC2)C[C@@H](OCCCCO)O1
  A: -1%	B: -3%	C: -4%	D: -4%	E: -17%	F: -1%	G: 1.1%	H: 0%
CC(C)c1ccccc1NC(=O)c1ccco1
  A: 0%	B: 2%	C: -2%	D: -19%[46.1 µM]	E: -9%	F: -8%	G: 0.3%	H: -2%
O=C(O)c1ccccc1N1C(=O)C2C3c4ccccc4C(Br)(c4ccccc43)C2C1=O (stereo not given)
  A: -15%	B: 3%	C: ?	D: 17%	E: -14%	F: -5%	G: -1.0%	H: 5%
CCCCCc1c(C)nc(Nc2ccccc2)[nH]c1=O
  A: 6%	B: -3%	C: -13%	D: ?	E: ?	F: -3%	G: 1.2%	H: 3%
O=C(CSCc1ccco1)c1ccc(Cl)s1
  A: -9%	B: -3%	C: -5%	D: -12%[46.1 µM]	E: -11%	F: -11%	G: 1.0%	H: 8%
O=C1C2C3C=CC(C2C(=O)N1CCCO)C1C2C(=O)N(CCCO)C(=O)C2C31 (stereo not given)
  A: 0%	B: 0%	C: -4%	D: -14%[46.1 µM]	E: -2%	F: -18%	G: -6.1%	H: 9%

The closing two records of the section before are carried over, then new ones follow:
Short keys – A = CBFb-RUNX1 inh; B = TexasRed fluor; C = Tau fibril FP; D = NPSR antagonist; E = Tau fluor counter; F = TRb SRC2 PPI; G = Epigenetic reg; H = GLA spleen mod
O=C(CSCc1ccco1)c1ccc(Cl)s1
  A: -9%	B: -3%	C: -5%	D: -12%[46.1 µM]	E: -11%	F: -11%	G: 1.0%	H: 8%
O=C1C2C3C=CC(C2C(=O)N1CCCO)C1C2C(=O)N(CCCO)C(=O)C2C31 (stereo not given)
  A: 0%	B: 0%	C: -4%	D: -14%[46.1 µM]	E: -2%	F: -18%	G: -6.1%	H: 9%
CCOc1ccc(-c2nc(CSc3nnc(N)s3)cs2)cc1
  A: -5%	B: -5%	C: -3%	D: 15%[46.1 µM]	E: 1%	F: -13%	G: -2.3%	H: -4%
Cc1ccc(NC(=O)/C(C#N)=C/c2cccs2)c(C)c1
  A: 13%	B: -3%	C: -4%	D: -7%[46.1 µM]	E: -3%	F: -7%	G: -5.0%	H: 1%
O=[N+]([O-])c1ccc(N2CCN(CCO)CC2)c2ncccc12
  A: -5%	B: 0%	C: 3%	D: -1%	E: -8%	F: 3%	G: -0.9%	H: -2%
COCCn1c(C)cc(C2=NNC(=NC3CC3)SC2)c1C
  A: -8%	B: -3%	C: 1%	D: -16%	E: -8%	F: -6%	G: -0.9%	H: 2%
COc1ccccc1CNc1ncnc2c1cnn2-c1ccccc1
  A: 3%	B: 1%	C: -17%	D: -19%	E: -29%	F: 5%	G: 2.3%	H: -2%
O=C(CCl)N(Cc1cccc([N+](=O)[O-])c1)c1cccc(Cl)c1
  A: -5%	B: -1%	C: 5%	D: -24%	E: -21%	F: 1%	G: -2.8%	H: -11%
O/N=C(/CCc1ccccc1)C1(O)CCCCC1
  A: -1%	B: -3%	C: 0%	D: -4%[46.1 µM]	E: -12%	F: 6%	G: 0.0%	H: 1%
COC(=O)c1cccc(Nc2ncnc3sccc23)c1
  A: -4%	B: -1%	C: -1%	D: 14%	E: -16%	F: -1%	G: -0.2%	H: 1%
CCC(Sc1ccccn1)C(=O)Nc1nnc(C)s1 (stereo not given)
  A: 7%	B: -7%	C: -1%	D: -4%[46.1 µM]	E: 2%	F: -6%	G: -1.0%	H: -5%
Cc1nc2ccc(NC(=O)c3cc([N+](=O)[O-])cc([N+](=O)[O-])c3Cl)cc2s1
  A: -7%	B: 3%	C: 3%	D: ?	E: 0%	F: -23%	G: 0.0%	H: -4%
CCn1c(SCC(=O)NCc2ccco2)nnc1-c1ccncc1
  A: -11%	B: -3%	C: 2%	D: 6%	E: 7%	F: -1%	G: -0.4%	H: -1%
CCOC(=O)C1=C(N)c2ccccc2CC1C1CCCC1 (stereo not given)
  A: 29%	B: -2%	C: ?	D: -21%	E: ?	F: 7%	G: -0.5%	H: -11%
Cc1cc(NC(=O)Cc2ccccc2)c2ccccc2n1
  A: 2%	B: -5%	C: -7%	D: 34%	E: -13%	F: -4%	G: 0.7%	H: 4%
Cc1ccccc1OCC1Cn2c(nc3c2c(=O)[nH]c(=O)n3C)O1 (stereo not given)
  A: -9%	B: -1%	C: -6%	D: -11%[46.1 µM]	E: -8%	F: -6%	G: -1.1%	H: 1%
COC(=O)c1cc(C(=O)OC)n(Cc2ccc(Cl)cc2Cl)n1
  A: 10%	B: 3%	C: -6%	D: -14%[46.1 µM]	E: -13%	F: -10%	G: -1.0%	H: -13%
O=C(Cc1ccc(F)cc1)NCCc1csc2nc(-c3ccc(Cl)cc3)nn12
  A: .	B: -1%	C: -8%	D: .	E: -22%	F: -10%	G: 0.7%	H: .
CN(C)CCn1c(=N)n(CC(O)c2ccc(Cl)c(Cl)c2)c2ccccc21 (stereo not given)
  A: -4%	B: -2%	C: -4%	D: -7%	E: 0%	F: 5%	G: 1.1%	H: 0%
S=C(Nc1ccccc1)N1CCOCC1
  A: -1%	B: -1%	C: -11%	D: -13%	E: -11%	F: -2%	G: -1.4%	H: 7%
CCCn1c(C)cc(/C=C(\C#N)C(=O)OCC(=O)Nc2ccc(OC)c(Cl)c2)c1C
  A: -7%	B: 5%	C: ?	D: -9%[46.1 µM]	E: ?	F: 1%	G: 0.0%	H: 1%
CCC(=O)Nc1nc(C)c(C(=O)NC2CCCCC2)s1
  A: 4%	B: 4%	C: -7%	D: -4%[46.1 µM]	E: 0%	F: -6%	G: -2.0%	H: 3%

Part of the list above with just Tau fibril FP and TexasRed fluor:
| molecule | Tau fibril FP | TexasRed fluor |
| --- | --- | --- |
| Cc1cc(NC(=O)Cc2ccccc2)c2ccccc2n1 | -7% | -5% |
| Cc1ccccc1OCC1Cn2c(nc3c2c(=O)[nH]c(=O)n3C)O1 (stereo not given) | -6% | -1% |

Bioassay records: PubChem BioAssay, National Center for Advancing Translational Sciences (NCATS)
